From PubChem BioAssay
Polio RdRp inh: inhibitors of poliovirus RNA polymerase binding and polymerization. P03300. poliovirus polymerase elongation, fluorescence polarization; active compounds read low. % elongation, % (compound at 16.7 µg/mL). hit rate 0.66% among 150,000. AID 588519; in the data active = % elongation below about 90%; also: some results filed as inactive read as strong as hits
Target sequence (P03300 1749-2209 limits assumed): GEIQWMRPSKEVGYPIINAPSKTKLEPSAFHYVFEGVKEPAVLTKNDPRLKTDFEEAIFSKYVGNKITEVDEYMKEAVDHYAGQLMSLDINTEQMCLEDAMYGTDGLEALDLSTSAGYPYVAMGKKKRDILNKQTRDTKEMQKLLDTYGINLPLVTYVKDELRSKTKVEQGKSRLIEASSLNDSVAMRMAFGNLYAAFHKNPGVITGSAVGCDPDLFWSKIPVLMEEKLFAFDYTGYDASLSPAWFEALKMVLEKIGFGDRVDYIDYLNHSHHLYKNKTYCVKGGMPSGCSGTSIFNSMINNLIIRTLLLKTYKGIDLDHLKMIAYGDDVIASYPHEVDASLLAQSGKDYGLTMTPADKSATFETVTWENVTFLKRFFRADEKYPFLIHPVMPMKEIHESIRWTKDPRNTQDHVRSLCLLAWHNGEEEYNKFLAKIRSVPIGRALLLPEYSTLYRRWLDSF
Polio RdRp inh FP z-score: also measured in Polio RdRp inh; calls as there; z-score; measured here: FP z-score; hits read low
* hit, by the source's call.

Compound,Polio RdRp inh FP z-score,Polio RdRp inh
O=C(Nc1ccccc1)C1CCN(S(=O)(=O)c2ccccc2)CC1,-0.2,100
COc1ccc(/C=C\c2onc(C)c2S(=O)(=O)N2CCC(C(=O)Nc3cccc(OC)c3)CC2)cc1,0.3,106
Nc1ccc(-n2nncc2-c2ccccc2)cc1,-0.1,101
CCCCNc1nc2c(-c3cccc(C)c3)nnn2c2ccccc12,0.8,107
CCOC(=O)c1cc(NC(=O)c2ccc3c(c2)OCO3)cc(C(=O)OCC)c1,-1.8,98
C/C=C/C(=O)NC(C)c1ccccc1 (configuration not stated),-1.5,96
O=C(O)C1CCCN1C(=O)/C=C/c1ccco1 (configuration not stated),0.1,102
Cc1cccc(C(=O)NCC(=O)N2CCN(S(=O)(=O)/C=C/c3ccccc3)CC2)c1,0,100
CCS(=O)(=O)CCSc1nc(C)cc(C)n1,0,101
CCOC(=O)c1ccc(NC(=O)n2ncc3cc(Cl)ccc32)cc1,0.6,103

Other compounds follow.
Compound,Polio RdRp inh FP z-score,Polio RdRp inh
Cc1noc(C)c1CSCC(=O)Nc1c2ccccc2n2c(C)nc3ccccc3c12,-0.3,100
NS(=O)(=O)c1ccc(CCNC(=O)Cn2c(-c3cccs3)cc3ccccc32)cc1,1.1,117
CC(C)C(=O)N(Cc1ccccn1)c1nc2ccccc2s1,-0.9,100
Cc1ccc(NC(=O)CCCn2c(=O)c3cccn3c3cccnc32)cc1C,-0.4,105
Cc1ccc(CCNC(=O)CCn2nc(-c3ccc(C)cc3)ccc2=O)cc1,0.5,113
Cc1ccc(S(=O)(=O)c2nnn3c2nc(NCc2ccccc2Cl)c2sccc23)cc1,-0.2,104
CCc1ccc(-n2[nH]nnc2=S)cc1,-0.9,96
c1ccc(-n2c3c(c4ccccc42)CCC3)cc1,-0.3,98
COc1cc(/C=N/NC(=O)CC2(C)SCCS2)ccc1O,0,101
CCOc1ccc(NC(=O)C2Cc3ccccc3N2C(=O)c2ccccc2)cc1 (configuration not stated),-0.6,103

More records:
Compound,Polio RdRp inh FP z-score,Polio RdRp inh
O=C1OC(C(=O)Nc2cc(C(F)(F)F)ccc2Cl)Cc2ccccc21 (configuration not stated),-0.8,102
Cc1ccc2c(c1)c(C1=NC(=S)NC1=O)c(O)n2C,0.2,103
NNC(=O)Cc1cc(Br)sc1Br,0.3,105
N#CC(C#N)=C1C(C#N)=C(N)OC1c1ccccc1 (configuration not stated),0,102
CCC(C)n1c(NC(=O)c2ccccc2)c(C#N)c2nc3ccccc3nc21 (configuration not stated),-4.7,44
COc1ccc2cc3cc(C(=O)NCCCN4CCCCCC4)sc3nc2c1,0.6,104
CCOC(=O)C1C(=O)OC(C)(C)C1C(=O)OCC (configuration not stated),0,100
Cc1cccc(C)c1NC(=O)Cn1c(=O)n(Cc2ccc(C(=O)NCc3ccco3)cc2)c(=O)c2sccc21,-1.4,99
COc1ccc(-c2noc(CN(C)C(=O)c3ccccc3)n2)cc1,-0.3,101
Cc1cccc(CSc2ccc3nnc(CCNS(=O)(=O)c4ccccc4)n3n2)c1,-0.3,104

(further entries)
Compound,Polio RdRp inh FP z-score,Polio RdRp inh
Cc1oc2ncn(CC(C)C)c(=O)c2c1C(=O)NCCCN1CCC(C)CC1,-0.7,102
O=C(NCCc1ccccc1)c1c2c(nc3ccccc13)C(=O)N(C1CCCCC1)C2,0.2,108
CCOC(=O)COc1ccc(-c2nnn(CC(=O)Nc3ccccc3)n2)cc1,0.8,108
Cc1ccc(Cl)cc1N/C=C/C(=O)C(C)(C)C,-0.8,99
COc1cc(CN(CC2CCCO2)C(=O)c2ccco2)cc(OC)c1OC (configuration not stated),0.8,103
O=C(O)C(Cc1ccc(F)cc1)c1ccccc1 (configuration not stated),0,104
CCOC(=O)c1c(CS(=O)Cc2ccc(Cl)cc2)oc2c(F)c(F)c(F)c(F)c12 (configuration not stated),-1.1,99
Cc1oc2c(c1C(=O)Nc1ccccc1Br)C1=NCCN1C=N2,-0.3,105
Cc1cc(C)n2c(Br)c(CN3CC(C)CC(C)C3)nc2n1 (configuration not stated),0,103
O=C(O)c1ccccc1NCCc1ccc(F)cc1,1.7,105

The list continues:
Compound,Polio RdRp inh FP z-score,Polio RdRp inh
Cc1ccc(NC(=O)CC(NCCN2CCOCC2)C(=O)O)cc1Cl (configuration not stated),0.8,105
Cc1nn(-c2ccccc2)c2sc(C(N)=O)cc12,-0.3,101
COc1ccc2cc(CCNC(=O)c3ccccc3)c(=O)[nH]c2c1,-0.9,98
CCOC(=O)c1cc(-c2ccccc2)n(CC(=O)N2CCCCCC2)c1C,-1.1,99
COc1ccc(-n2ccnc(NCCc3ccccc3)c2=O)cc1OC,-0.2,106
CC1CCC(C(C)C)C(NC(=O)c2cccc3ccccc23)C1 (configuration not stated),0,103
N=C1/C(=C/c2cccs2)C(=O)N=C2SC=C(c3ccccc3)N12,-0.3,99
Cc1ccc(OCC(=O)Nc2ccc(-c3nn4c(C)nnc4s3)cc2)cc1,-0.7,98
COc1ccc(-c2nc(SCC(=O)Nc3ccc4c(c3)OCCO4)c(-c3ccc(C)cc3)[nH]2)cc1OC,0,112
O=C(CSc1nc(-c2ccccc2)[nH]c1-c1ccccc1)Nc1ccccc1,-0.2,102

(next part)
Compound,Polio RdRp inh FP z-score,Polio RdRp inh
Cc1ccc(NC(=O)COc2ncnc3c2cnn3-c2ccccc2)cc1,0.8,109
CCn1nc(C)c(CCN(C)C(=O)Nc2cc(Cl)c(OC)cc2OC)c1C,0.8,110
O=C(COCc1cc(-c2cccs2)on1)Nc1cccc(O)c1,-1.1,103
O=c1[nH]c(=S)[nH]c2[nH]c(=S)[nH]c12,-0.1,100
CCOc1ccc(N(CC)C(=O)c2cc3c(s2)-c2ccccc2OC3)cc1,-0.8,102
CC(=O)Oc1ccc2c(c1)C(C)=CC(C)(C)N2C(C)=O,-0.2,100
Cc1cc(C(F)(F)F)c2c(n1)sc1c(=O)[nH]c(C)nc12,-5.4,45
COc1ccc(N=c2scc(C)n2CCCN2CCCC2=O)cc1,0.1,105
CC(NS(=O)(=O)c1ccccc1)C(N)=O (configuration not stated),1.7,103
O=S(=O)(NCc1cc(F)cc2c1OCOC2)c1ccc(N2CCOCC2)nc1,0.6,103

Next section
Compound,Polio RdRp inh FP z-score,Polio RdRp inh
CC1CCCC(N2CNc3nc4ccccc4n3C2)C1C (configuration not stated),-0.4,99
Cc1ccc(CN2C(=O)/C(=C/C(=O)NCCc3ccccc3)Sc3ccccc32)cc1,-1.9,99
Oc1ccc(Br)cc1C=NCC1CCCO1 (configuration not stated),-0.3,98
Cc1nn(-c2ccccc2)c2oc(=O)c(NC(=O)c3ccc(F)cc3)cc12,0,102
CCCC1OC2CC3C4CCC5=CC(=O)C=CC5(C)C4C(O)CC3(C)C2(C(=O)O)O1 (configuration not stated),0.1,102
O=C(O)CC(=O)Nc1cc(Cl)ccc1O,0.1,101
Cc1ccc(-c2c(C)n3c4c(=O)n(C)c(=O)n(C)c4nc3n2CCO)cc1,0,102
CC1CC(C)CN(CCCN)C1 (configuration not stated),0.3,103
CC(=O)c1ccc(N2CCN(c3ncnc4c3cnn4C)CC2)cc1,-0.5,104
Cc1ccc(CNC(=O)CSC2=Nc3ccccc3N=C(c3ccc(F)cc3)C2)cc1,-0.7,104

Reprinted at random: 5 entries already listed
Compound,Polio RdRp inh FP z-score,Polio RdRp inh
CCc1ccc(-n2[nH]nnc2=S)cc1,-0.9,96
O=C(O)C1CCCN1C(=O)/C=C/c1ccco1 (configuration not stated),0.1,102
Cc1ccc(CCNC(=O)CCn2nc(-c3ccc(C)cc3)ccc2=O)cc1,0.5,113
C/C=C/C(=O)NC(C)c1ccccc1 (configuration not stated),-1.5,96
Cc1cc(C(F)(F)F)c2c(n1)sc1c(=O)[nH]c(C)nc12,-5.4,45

Next results:
Compound,Polio RdRp inh FP z-score,Polio RdRp inh
c1cc2cc(C3=NCCN3)ccc2cc1C1=NCCN1,-0.5,99
Nc1ccc(C(=O)CC(=O)Nc2ccc(Cl)cc2)cc1,0.1,102
COc1ccc(-c2n[nH]c(=S)n2/N=C/c2cccc(OC)c2O)cc1,-0.4,99
O=C(Cc1ccccc1)NNc1cccc(Cl)c1,1.2,106
Cc1cc(C)cc(NCCC#N)c1,0.5,107
c1ccc(-c2nc(CSc3nc4ccccc4[nH]3)c(CSc3nc4ccccc4[nH]3)o2)cc1,0.6,102
CC(/C(=N/O)c1ccccc1)N1CCC(O)O1 (configuration not stated),-0.3,99
CCOCCc1nn2c(=O)cc(COC(=O)CNC(=O)c3ccc(C(C)(C)C)cc3)nc2s1,-0.9,101
CCNC(=S)NCc1ccc2c(c1)OCO2,1.1,106
CC(=O)N(Cc1ccccc1C)c1cccc(C)c1C,0,101

(cont.)
Compound,Polio RdRp inh FP z-score,Polio RdRp inh
O=C1NCCCc2nc(N3CCCCC3)sc21,-1.5,101
O=C(O)CSCC(=O)N1CCCCC1,-0.1,102
COc1cc(NC(=O)Cn2c(SCc3ccc(F)cc3)nc3cccnc32)cc(OC)c1,0.1,110
CCS(=O)(=O)N(CC(=O)N1CCCC1)c1ccc(OC)cc1,-0.1,100
COc1ccc(-c2nnc(SC(C)C(=O)NC34CC5CC(CC(C5)C3)C4)o2)cc1 (configuration not stated),0.6,108
COc1cc(C)ccc1OCCSc1nc2ccc(NC(=O)c3cccs3)cc2s1,1.3,112
CN(C)CCNC(=O)c1ccc(N2CCOc3ccccc32)s1,0.2,101
COc1ccccc1NC(=O)Cn1c(=O)n(-c2cccc(Cl)c2)c(=O)c2c1c1cc(C)ccc1n2C,-1,102
O=C(NCc1ccccc1)c1cc2c(s1)CS(=O)(=O)C2,-0.1,103
COC(=O)c1ccc(NC(=O)CCc2c(C)nc3c(c(C)nn3C(C)(C)C)c2C)cc1,-0.8,102

(more compounds)
Compound,Polio RdRp inh FP z-score,Polio RdRp inh
Cc1sc(/N=C/c2ccccc2O)c(C#N)c1C,-0.2,101
CCN1C(=C(C#N)C#N)C=Cc2ccccc21,0.2,103
ON=C(Cc1ccccc1)Cc1ccccc1,0.2,104
CCOC(=O)c1ccc(N2N=C(C(F)(F)F)CC2=O)cc1,0.9,106
O=C(CCS(=O)(=O)c1ccc(Br)s1)NC1CCCC1,1.2,103
C#CC(/C=C/C)OC(=O)c1ccccc1C(=O)O (configuration not stated),-0.4,101
CCC(C)NC(=O)CSc1nnc(-c2ccc(C)cc2)c(-c2ccc(C)cc2)n1 (configuration not stated),-0.6,105
COCCc1nn2c(=O)cc(COC(=O)C(c3ccccc3)c3ccccc3)nc2s1,1.4,113
O=C(OCn1nnc2ccccc2c1=O)C1CCCCC1,0.2,102
CC1(C)Oc2ccc(NC(=O)c3ccco3)cc2O1,0.2,101

Next section
Compound,Polio RdRp inh FP z-score,Polio RdRp inh
COc1ccc(C2=C(C(C)=O)Sc3nnc(-c4ccc(Cl)cc4)n3N2C(C)=O)cc1OC,-0.6,102
COC(=O)c1ccc(Cn2c(SCc3cccc(C)c3)nc3ccncc32)cc1,0.7,113
Oc1cccc2cccnc12,0,100
Cc1ccc(OCC(=O)Oc2ccccn2)cc1,0.2,105
O=C(c1ccco1)N1CCC(c2ccccc2)C1 (configuration not stated),0.9,111
Cc1ccc(C)c(CN2CCC(CNC(=O)C(CC(C)C)N3Cc4ccccc4C3=O)CC2)c1 (configuration not stated),3.8,123
CCOC(=O)CC(NC(=O)c1cc2cc(OC)ccc2oc1=O)c1ccc(OC)cc1 (configuration not stated),-0.9,100
Cc1ccc2c(c1)nnn2CNc1ccc(OC(F)(F)F)cc1,0.6,107
Cc1cccc(C(=O)Nc2c(-c3ccccc3)nc3cc(C)ccn23)c1,-0.3,104
COc1ccc(CNC(=O)Cn2c(=O)n3nc(-c4ccc(OC)cc4)nc3c3ccccc32)cc1,0.9,110

Some of the entries above in another layout:
CCOC(=O)CC(NC(=O)c1cc2cc(OC)ccc2oc1=O)c1ccc(OC)cc1 (configuration not stated)
  Polio RdRp inh FP z-score: -0.9
  Polio RdRp inh: 100

Cc1ccc2c(c1)nnn2CNc1ccc(OC(F)(F)F)cc1
  Polio RdRp inh FP z-score: 0.6
  Polio RdRp inh: 107

Continued:
Compound,Polio RdRp inh FP z-score,Polio RdRp inh
CCOc1ccc(OCC)c(NS(=O)(=O)c2cc(-c3cc(C)no3)ccc2C)c1,0.3,108
C1=CC2=Nc3cccc[n+]3CN2C=C1,-0.6,98
O=C(Nc1cccc(C(F)(F)F)c1)c1ccco1,0.7,104
NC(Cc1cccc2nsnc12)C(=O)O (configuration not stated),-0.8,97
CN(C)P1(N(C)C)=NC(C(F)(F)F)=NC(C(F)(F)F)=N1,0.2,103
O=c1n(Cc2ccc(Cl)cc2)c2sc3c(c2c2ncnn12)CCCC3,-0.5,100
CC(C)CS(=O)(=O)c1oc(-c2ccc(F)cc2)nc1S(=O)(=O)c1ccccc1,0.1,108
CCS(=O)(=O)c1ccc2oc(NC(=O)CCCOc3ccc(Cl)cc3C)nc2c1,0.3,105
CC1(C)Cc2c(sc3nc(NN)n(Cc4ccccc4)c(=O)c23)CO1,0.8,105
CCOC(=O)Cn1cc(/C=C2/C(=O)NC(=S)N(Cc3ccco3)C2=O)c2ccccc21,-0.3,99

Following part
Compound,Polio RdRp inh FP z-score,Polio RdRp inh
O=C(c1ccc(Oc2ccccc2)cc1)c1nc2c(n1O)CCCC2,0.4,103
Cc1nc(C(=O)Nc2ccc(Cl)cc2)sc1C(=O)Nc1ccc(Cl)cc1,-5.4*,69*
CCc1ccccc1NC(=O)CSc1ncc2c(n1)-c1cc(Cl)ccc1N(Cc1ccccc1)S2(=O)=O,0.1,108
Cc1c(C(=O)OCc2ncc(-c3ccccc3)o2)oc2ccccc12,-0.3,96
CCc1ccc(-n2nc(C)c3c2NC(=O)CSC3c2ccc(C(=O)OC)cc2)cc1 (configuration not stated),0.7,111
O=C(Cn1ncn2c(cc3cc(F)ccc32)c1=O)NCCCN1CCOCC1,0.9,103
CC(=O)Nc1ccc(OCC(=O)N(c2ccccc2)C(C)C)cc1,0,102

An excerpt (hit frequency here may not be typical).
